TbREL1 inh – TbREL1 inhibition, primary screen; 89,000 tested, 0.49% active; TbREL1 RNA ligation, FRET fluorescence; inhibition, % at 9.66 µM; P86926; AID 1117264;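 active means inhibition above the mean inhibition across all screened compounds plus 3 SD, cut at about 11% in these data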;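 further: 0% = plate median of test wells and 100% = NSC42067 control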
Target sequence (P86926 whole entry, looked up): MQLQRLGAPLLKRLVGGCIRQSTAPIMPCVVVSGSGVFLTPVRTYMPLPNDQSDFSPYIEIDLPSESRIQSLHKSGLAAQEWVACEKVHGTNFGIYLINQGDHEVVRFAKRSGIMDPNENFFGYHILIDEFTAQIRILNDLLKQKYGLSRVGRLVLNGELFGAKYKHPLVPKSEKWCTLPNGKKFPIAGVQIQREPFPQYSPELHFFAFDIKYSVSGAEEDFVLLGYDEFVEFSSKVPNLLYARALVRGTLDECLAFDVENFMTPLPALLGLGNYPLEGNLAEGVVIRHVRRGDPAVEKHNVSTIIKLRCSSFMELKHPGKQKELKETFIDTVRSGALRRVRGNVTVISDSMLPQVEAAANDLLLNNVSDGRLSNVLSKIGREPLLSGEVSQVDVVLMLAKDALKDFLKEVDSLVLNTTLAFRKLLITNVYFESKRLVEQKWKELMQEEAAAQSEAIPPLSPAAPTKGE
* marks the source's active call; other numbers are inactive results; & = joins results of further samples.

SMILES	TbREL1 inh
CCCCOc1ccc(C(=O)NCC(=O)NCCOc2ccccc2)cc1	-2
N#C/C(=C\c1cn(CCOc2ccccc2)c2ccccc12)C(=O)NCC1CCCO1 (stereo unspecified)	1
COC(=O)CSc1nnc(-c2ccc(NS(=O)(=O)c3c(C(C)C)cc(C(C)C)cc3C(C)C)cc2)o1	3
COc1ccc(CCNS(=O)(=O)c2ccc3c(c2)OCCO3)cc1	3
COc1ccc(NC(=O)CCc2nc3ccccc3s2)c(OC)c1	3
CCOc1ccc(C2CC(c3cccc(C)c3)n3nc(N)nc3N2)cc1 (stereo unspecified)	2
COc1ccc(C(CNC(=O)c2cc3ccccc3cc2O)N2CCOCC2)cc1 (stereo unspecified)	-7
COc1cccc(C(=O)c2c[nH]c(C(=O)NCCCN3CCOCC3)c2)c1	0
Cc1ccccc1NC(=O)Cc1nc(CSc2nnc(C3CCCCC3)n2N)cs1	0
O=C1COc2ccc(C(=O)COC(=O)c3cccnc3Cl)cc2N1	1
COc1ccc(OCC(O)CN2CCCCCC2)cc1 (stereo unspecified)	4
CCCCOc1ccc(-c2nnc(-c3ccco3)o2)cc1	-1
COc1ccc(S(=O)(=O)N2CCN(CC(=O)NC(Cc3ccccc3)C(C)=O)CC2)cc1 (stereo unspecified)	-1
CCCC(=O)Nc1ccc(N2CCN(S(C)(=O)=O)CC2)cc1	-4
CCCN(CCC)CCCNS(=O)(=O)c1cc(Br)cc2c1N(C(C)=O)CC2	0
CNS(=O)(=O)c1cccc(C(=O)OCCCC(=O)c2ccccc2)c1	-1
CN(C)S(=O)(=O)N1CCN(C(=O)N2CCCCCC2)CC1	5
COc1cc(C2N3CC4(C)CN2CC(C)(C3)C4)ccc1O (stereo unspecified)	-4
COc1ccc(C(=O)NC(=S)N2CCOCC2)cc1[N+](=O)[O-]	-7
O=C(NCc1ccccc1Cl)C(=O)NCC(c1ccco1)N1CCOCC1 (stereo unspecified)	0
COC(=O)C1=C(C)N(Cc2ccccc2)C(=S)NC1c1cccc(Br)c1 (stereo unspecified)	-5
O=C(c1ccc2nc[nH]c2c1)N1CCN(S(=O)(=O)c2cccc(F)c2)CC1	-1
Cc1ccccc1OCc1nc(-c2ccccc2)no1	1
CCc1cccc(NC(=O)CSCc2nc3sc(C)c(C)c3c(=O)[nH]2)c1	5
CCC(=O)Nc1cccc(C2=NOC3(C2)C[C@@H](C(N)=O)N(C(=O)C(c2ccccc2)c2ccccc2)C3)c1 (stereo partly specified)	1
C=CCc1ccccc1OCC(O)CN1CCN(Cc2ccc3c(c2)OCO3)CC1 (stereo unspecified)	2&8
CCCCc1ccc(NC(=S)NCc2ccccc2OC)cc1	-3
CN1C(=O)[C@H]2[C@@H](/C=C/c3ccccc3)N3C(=O)CN(Cc4ccccc4)C(=O)[C@@]3(C)[C@H]2C1=O	-2
O=C(CSc1nc2c(sc3ccccc32)c(=O)n1CCCN1CCCC1)NCC1CCCO1 (stereo unspecified)	0
C/C(N)=C(/C#N)C(=O)CN1C(=O)NC(Cc2c[nH]c3ccccc23)C1=O (stereo unspecified)	-1
CCN(C(=O)COC(=O)COc1ccc(Cl)c(C)c1)C1CCS(=O)(=O)C1 (stereo unspecified)	-2
CCOC(=O)N1CCN(C(=O)C2CC(=O)N(c3ccc(C)cc3)C2)CC1 (stereo unspecified)	0
CCc1nc2ccc(C(=O)N(CC)CCN(C)C)cn2c1N(CC)C(=O)NCCc1ccccc1	-3
COc1ccccc1N(CC(=O)Nc1cc(C)on1)S(=O)(=O)c1cccc(C(F)(F)F)c1	-1
O=C(Nc1ccccc1C(=O)N1CCN(CCO)CC1)c1cccc([N+](=O)[O-])c1	3
Cn1c(=O)oc2cc(S(=O)(=O)N3CCCC(C(=O)NCC4COc5ccccc5O4)C3)ccc21 (stereo unspecified)	1

Reformatted with bars between the fields: entries from further up.
SMILES | TbREL1 inh
O=C(CSc1nc2c(sc3ccccc32)c(=O)n1CCCN1CCCC1)NCC1CCCO1 (stereo unspecified) | 0
C/C(N)=C(/C#N)C(=O)CN1C(=O)NC(Cc2c[nH]c3ccccc23)C1=O (stereo unspecified) | -1

Next section
SMILES	TbREL1 inh
CC(C)(C)Nc1scc(-c2ccccc2)[n+]1-c1ccccc1	-2
COc1ccc(S(=O)(=O)Nc2ccccc2-c2nc3ccccc3[nH]c2=O)cc1	5
COc1ccc(Cl)cc1NC(=S)NCCCN1CCCC1=O	-6
COCCNC(=O)C1CC(=O)N(c2ccc(OC)cc2)C1c1ccc(OC)cc1 (stereo unspecified)	1
CCCCNCc1cc(OCC)c(OCC)cc1Br	2
O=c1c2c(-c3cccs3)csc2ncn1-c1ccccc1	-1
CCOC(=O)c1cc2c(ccn2C)n1CC(=O)Nc1ccc(F)cc1	-5
COc1cc(OC)c(S(=O)(=O)NCc2cccnc2)cc1NC(C)=O	1
OC(c1ccc(F)c(F)c1)c1ncc(-c2ccc(F)cc2)[nH]1 (stereo unspecified)	-2
C(=C\c1ccccc1)/CSc1nnc(COc2ccccc2)n1Cc1ccco1	1
CCOC(=O)c1cc2occc2n1CCCN1C(=O)c2ccccc2C1=O	-1
CC1Cc2ccccc2N1C(=O)CN1C(=O)CN(C)C(=O)c2ccccc21 (stereo unspecified)	-1
COc1ccc(-c2ccc(C#N)c(OC)n2)cc1	3
CNC(=O)COC(=O)c1cc(-c2ccc(OC)cc2)nc2ccccc12	0
CCOC(=O)N1CCN(S(=O)(=O)c2ccc(C(=O)Nc3ccc(F)cc3F)cc2)CC1	3
CCC(C)Nc1nc(OC(C(F)(F)F)C(F)(F)F)nc(OC(C(F)(F)F)C(F)(F)F)n1 (stereo unspecified)	8
COc1cc(NC(=O)CSc2nnnn2Cc2ccc3c(c2)OCO3)cc(OC)c1	0
CC(C)(C)OC(=O)N1CCCC(C(=O)Nc2cccc(C(=O)NCCCc3ccccc3)c2)C1 (stereo unspecified)	6
CC(=O)N1c2ccc(S(=O)(=O)N(C)CC(=O)Nc3cccc(C)c3)cc2CC1C (stereo unspecified)	0
COc1cc(NC(=O)C(=O)Nc2ccc3nc4n(c(=O)c3c2)CCCCC4)cc(OC)c1OC	1
CN1CCN(C(=O)CCN2C(=O)c3ccccc3C2=O)CC1	0
CCOC(=O)c1cccc(NC(=O)CN(C)S(=O)(=O)c2cc3ccccc3s2)c1	0
CCc1ccc(NC(=O)CS(=O)CC(=O)Nc2ccc(-n3cnnn3)c(C)c2)cc1 (stereo unspecified)	1
CCN(C(=O)CSc1nc2cc(S(=O)(=O)N(CC)CC)ccc2n1CC)C1CCS(=O)(=O)C1 (stereo unspecified)	-2
CCOC(=O)[C@]12CCCC=C1N(Cc1ccco1)C(=O)[C@H](CC(=O)N1CCCC1)C2	0
O=C(O)c1ccc(Cl)c(NC(=S)NC(=O)c2ccccc2[N+](=O)[O-])c1	10
O=S(=O)(Nc1ccon1)c1ccc(Br)s1	6
CN(Cc1ccc(Cl)c(Cl)c1)C(C(=O)NCc1ccccc1)c1ccco1 (stereo unspecified)	-3
C[C@@H]1CCC[C@@]2(O[C@H](CCO)C[C@@H](O)[C@@H]2O)O1	2
O=C(CC1CC2CCC1C2)NCCc1ccc(Cl)cc1 (stereo unspecified)	-2
COc1cc(OC)cc(-c2sc3ccc(OC)cc3c2-c2ccc3cc[nH]c3c2)c1	-2
Cc1csc(SCC(=O)N2CCCC2)n1	1
N#CCCSCc1ccc(C(=O)O)o1	4
COc1ccc(Cl)cc1S(=O)(=O)N1CCN(C)CC1	-2
COc1cc(/C=C/C(=O)O)cc(S(=O)(=O)Nc2cccc(S(=O)(=O)N3CCOCC3)c2)c1OC	1
COc1ccc(C2=Nc3ccccc3N(C(=O)c3ccc(C)cc3)C2C(=O)NCc2ccccc2)cc1 (stereo unspecified)	4

Of the compounds above, these contain a tert-butyl group:
SMILES	TbREL1 inh
CC(C)(C)Nc1scc(-c2ccccc2)[n+]1-c1ccccc1	-2
CC(C)(C)OC(=O)N1CCCC(C(=O)Nc2cccc(C(=O)NCCCc3ccccc3)c2)C1 (stereo unspecified)	6

(more compounds)
SMILES	TbREL1 inh
CCn1c(SCC(=O)NN=Cc2c(C)nn(-c3ccccc3)c2C)nnc1-c1ccc(OC)c(OC)c1	0
COc1ccc(-c2noc(CCC(=O)Nc3cc(Cl)c(OC)cc3OC)n2)cc1	-1
CSCCNC(=O)c1ccc2nc(Cc3ccccc3F)oc2c1	-4
O=C1Nc2cccnc2Sc2ccccc21	1
CC(C)Cc1ccc(CN2CCCC(NC(=O)c3ccoc3)C2)cc1 (stereo unspecified)	1
CCN(CC)C(=O)Cn1cc(C(=O)C(=O)N2CCN(c3ccc([N+](=O)[O-])cc3)CC2)c2ccccc21	-3
CNc1ccc(/C=C\CCCO)cn1	1
C/C(=N/Nc1ccnc2cc(Cl)ccc12)c1ccc(N)cc1	5
COc1ccc(S(=O)(=O)N2CCCN(CC(=O)Nc3cc(NC(C)=O)ccc3OC)CC2)cc1	-1
COc1ccc(-c2oc3c(c2C#CC(C)(C)O)C(OC)CCC3)cc1 (stereo unspecified)	-2
CC(C)N1CCC1(C)C(=O)Nc1cc(-c2ccccc2)nn1C (stereo unspecified)	0
O=C(CN1C(=O)COc2ccccc21)NC1CCCC1	6
CCOc1ccccc1N1CCN(C(=S)NCc2ccco2)CC1	-3
C/C(N)=C(/C#N)C(=O)COC(=O)CNS(=O)(=O)c1ccc2ccccc2c1	2
CCN(CC)C(=O)Cn1cc(/C=C(\C#N)C(=O)N2CCN(c3ccccc3)CC2)c2ccccc21	0
NC(=O)CC(O)c1cccc(Cl)c1 (stereo unspecified)	0
CCCCOC(=O)C1=C(C)Nc2ncnn2C1c1cccc(OC)c1OC (stereo unspecified)	-2
COC(=O)c1ccc(N2C(=O)CC(SCC(=O)Nc3ccc(OC)cc3)C2=O)cc1 (stereo unspecified)	13*
FC(F)(F)c1cc(-c2cccs2)nc2nc(N3CCOCC3)sc12	1
COc1ccc(C(=O)Nc2ccccc2)cc1NC(=O)c1ccc([N+](=O)[O-])cc1	1
O=c1c2cnn(-c3ccccc3)c2ncn1Cc1ccco1	-2
CCC(=O)Nc1ccc(S(=O)(=O)Nc2ncccn2)cc1	-2
Cc1cc(C)c2cc(C(=O)N(C)C3CCN(C)CC3)[nH]c2c1	1
CCn1c(SCC(=O)N2CCCCC2C)nc2ccsc2c1=O (stereo unspecified)	4
O=C1N[C@H](Cc2ccccc2)CO1	0
CC(=O)n1nc(-c2cccnc2)nc1N	10
CCN(CC)S(=O)(=O)N1CCC(C(=O)NC2CCCc3ccccc32)CC1 (stereo unspecified)	-1
COc1ccc(-n2c(=O)cc(N3CCN(c4ccccc4F)CC3)[nH]c2=O)cc1	-1
COc1cccc(CCOC(=O)c2c(-c3ccsc3)oc3c2C(OC(C)=O)CCC3)c1 (stereo unspecified)	-3
CCOc1ccc(-c2ncncc2-c2ccc(OC)cc2)c(O)c1	1
CCCn1nnnc1SCC(=O)NCc1cccs1	-1
Cc1ccc(-n2c(SCC(=O)Nc3ccc(S(=O)(=O)Nc4nccs4)cc3)nnc2-c2ccccn2)cc1	4
O=S1(=O)CCC(NC(=S)Nc2ccccc2)C1 (stereo unspecified)	-1
Cc1ccc(CCNC(=O)C2CC(c3ccccc3[N+](=O)[O-])=NO2)cc1 (stereo unspecified)	-3
CC(C)CN1CCN(Cc2ccc(Oc3ncccn3)cc2)CC1CCO (stereo unspecified)	-2
Cc1cc(-c2sccc2Br)nc(-n2cccc2)n1	2

The closing six records of the part above are carried over, then new ones follow.
SMILES	TbREL1 inh
CCCn1nnnc1SCC(=O)NCc1cccs1	-1
Cc1ccc(-n2c(SCC(=O)Nc3ccc(S(=O)(=O)Nc4nccs4)cc3)nnc2-c2ccccn2)cc1	4
O=S1(=O)CCC(NC(=S)Nc2ccccc2)C1 (stereo unspecified)	-1
Cc1ccc(CCNC(=O)C2CC(c3ccccc3[N+](=O)[O-])=NO2)cc1 (stereo unspecified)	-3
CC(C)CN1CCN(Cc2ccc(Oc3ncccn3)cc2)CC1CCO (stereo unspecified)	-2
Cc1cc(-c2sccc2Br)nc(-n2cccc2)n1	2
Cn1nnnc1SCC(=O)Nc1nc(-c2ccccc2)c(-c2ccccc2)o1	-5
CCOCC(=O)Nc1nc2ccc(C)cc2s1	-2
CCOC(=O)c1c(C)n(-c2ccccc2)c2ccc(O)c(CN(C)C)c12	0
COCC(C)NC(=O)c1noc2c1CCc1cc(OC)ccc1-2 (stereo unspecified)	1
C/C(=N/NC(=O)c1ccc(Br)s1)c1cccnc1	7
COc1ccc(C(=O)O)cc1S(=O)(=O)N(C)CCc1ccccn1	-1
O=C(Cn1cnc2ccccc21)N/N=C/c1cccc([N+](=O)[O-])c1	-2
CCC(C)NC(=O)c1nn(Cc2ccccc2)c(=O)c2ccccc12 (stereo unspecified)	6
Cc1ccc(C)c(N2CCN(C(=O)Cc3cn(C)c4ccccc34)CC2)c1	-4
CSCCC(NC(=O)c1ccccc1Br)C(=O)NNC(=O)C1COc2ccccc2O1 (stereo unspecified)	-5
Cc1cc(C)c2c(N)c(C(=O)N3CCCCCC3)sc2n1	1
COc1cc(OC)cc(C(=O)NCC(=O)OCc2cc(=O)oc3cc(OC)ccc23)c1	-3
COc1ccc(NC(=O)CN2C(=O)NC3(CCCCC3C)C2=O)cc1S(=O)(=O)N1CCOCC1 (stereo unspecified)	-4
COc1ccc(-c2nc(CS(=O)CC(=O)NCc3ccc4c(c3)OCO4)c(C)o2)cc1OC (stereo unspecified)	-3
COc1ccc(CNC(=O)Cc2c(C(=O)O)[nH]c3ccccc23)cc1	2
CCc1ccccc1NC(=O)CNC(=O)c1ccc(S(=O)(=O)NCc2ccco2)cc1	-2

Source: PubChem (The Scripps Research Institute Molecular Screening Center)

These rows are one share of the data; rates above refer to the full screens.
